# Screening data deposited in PubChem BioAssay by National Center for Advancing Translational Sciences (NCATS).
# TR SRC2 fluor cs: counter-screen for TRb-SRC2 inhibitors: fluorescence interference. TRb/SRC2 Texas Red total fluorescence interference. Potency, µM (titrated, usually from 106 µM), without a hit: at the highest dose fluorescence change, negative = quenching. 0.29% of 280,000 active; active = well fitted curve in either direction with a large enough effect; inconclusive = small, poorly fitted or top-dose-only effect; note: % is set by controls: 0 for no effect and ±100 for the full control effect
#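 Human TRβ ligand-binding domain (0.6 uM) and Texas Red SRC2 peptide (20 nM) in Tris buffer with 1 uM T3 and 5% DMSO were incubated with pinned compound for 5 hr at ambient temperature. Total fluorescence was computed as S + 2P (555/632 nm).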
# L3MBTL1 block: blocks human L3MBTL1 | AlphaScreen L3MBTL1–H3K9me1 peptide binding | Q9Y468 | 0.66% of 230,000 active | Potency, µM (series often up to 57.1 µM), inactives show at the top dose activity, negative = inhibition, most hits filed as inhibitors; note: % is set by controls: 0 for no effect and ±100 for the full control effect; nearly all actives have a fitted effect of over 60% in size
#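 AlphaScreen proximity signal between nickel-chelate acceptor and streptavidin donor beads (final 10 ug/mL) reports binding of 50 nM L3MBTL1 to 75 nM biotin-H3 K9me1 peptide; complex incubated with compounds 30 min at room temperature; cefsulodin titration as control.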
# Tau fibril FP: tau fibrillization inhibition (FP). P10636. K18 P301L tau heparin fibrillization, Alexa594 FP, 6 h. Potency, µM (highest dose often 57.7 µM), for the others: top-dose activity, negative = inhibition, most hits filed as inhibitors. 0.39% of 280,000 active; note: % is set by controls: 0 for no effect and ±100 for the full control effect; nearly all actives have a fitted effect of over 55% in size
# Target sequence (P10636 561-689 P618L limits assumed): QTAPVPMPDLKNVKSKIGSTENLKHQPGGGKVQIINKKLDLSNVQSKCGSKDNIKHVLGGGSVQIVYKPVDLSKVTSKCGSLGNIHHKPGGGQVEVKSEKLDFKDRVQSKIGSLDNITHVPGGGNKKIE
#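 FP of Alexa 594-tau after heparin (20 uM) induction. Substrate: human K18 P301L, 15 uM unlabeled, 0.24 uM labeled. Buffer 100 mM sodium acetate pH 7. 6 hr, 37 C.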
# HTT ATP protect: protects HTT-Q103 PC12 cells, measured by ATP. PC12 HTT-Q103 induced, cytoprotection, ATP luminescence, 40 h. Potency, µM (titrated, usually from 56.4 µM), for the others: cytoprotection (ATP increase), hits mostly activators. 0.14% of 230,000 active. AID 1471;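 note: % of control where 0% means no effect; nearly all actives have a fitted effect of over 45% in size; toxic huntingtin expression switched on by the ecdysone agonist tebufenozide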
#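 PC12 cells stably carrying ecdysone-inducible Htt exon 1 (Q103)–GFP were induced with 100 nM tebufenozide (final) alongside library compounds in a dose series. Cytoprotection was scored as retained ATP by ATPlite luminescence.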
# Tau fluor cs: counter-screen for tau fibril formation inhibitors | tau K18 P301L Alexa594 fluorescence, heparin fibrillization | Potency, µM (top dose mostly 57.7 µM), inactives show top-dose activity change, negative = decrease | 0.93% of 280,000 active | AID 1463; note: % is set by controls: 0 for no effect and ±100 for the full control effect; nearly all actives have a fitted effect of over 55% in size
#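 Human K18 P301L tau (15 uM unlabeled plus 0.24 uM Alexa 594-labeled, final) in 100 mM sodium acetate pH 7 was mixed with compound and 20 uM heparin and incubated 6 hr at 37 C.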
# Tau ThT inhib: blocks human tau fibril formation measured by thioflavin T; P10636; Potency, µM (top dose mostly 57.4 µM), for the others: top-dose activity, negative = inhibition, actives largely listed as inhibitors; AID 1460; 2.1% of 270,000 active; recombinant tau K18 P301L (four-repeat tau fragment), heparin-induced fibrillization, ThT fluorescence; note: % is set by controls: 0 for no effect and ±100 for the full control effect; nearly all actives have a fitted effect of over 55% in size
#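 Tau K18 P301L fragment (15 uM unlabeled plus 0.24 uM Alexa 594-labeled) in 100 mM sodium acetate pH 7 with compound, fibrillization induced by 20 uM heparin for 6 hr at 37 C. Thioflavin T (30 uM) added, fluorescence read after 1 hr (ex 450, em 510 nm).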
# TRb SRC2 PPI: inhibitors of human thyroid hormone receptor beta-SRC2 interaction | AID 1469 | 0.065% of 280,000 active | P10828 | Potency, µM (top dose mostly 106 µM), for inactives: at the top dose activity change, negative = inhibition, actives largely listed as inhibitors | TRbeta-SRC2 peptide binding, fluorescence polarization; receptor liganded with 1 µM T3;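 note: plate controls were bound peptide for no effect and peptide without receptor for full effect; nearly all actives have a fitted effect of over 50% in size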
#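 Compounds were added to 0.6 uM TRb ligand-binding domain and 20 nM Texas Red-labeled SRC2 peptide in Tris buffer containing 1 uM T3, incubated 5 hr at ambient temperature, then read by fluorescence polarization.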
# RECQ1 helicase: blocks DNA unwinding by human RECQ1 | P46063 | RECQ1 DNA unwinding, red fluorescence kinetic read | Potency, µM (top dose mostly 57.3 µM), without a hit: at the highest dose activity, negative = inhibition, hits mostly inhibitors | 0.54% of 240,000 active | AID 2549;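 note: plate controls were vehicle for no effect and no enzyme for full effect; nearly all actives have a fitted effect of over 30% in size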
# Target sequence (P46063 whole entry, looked up): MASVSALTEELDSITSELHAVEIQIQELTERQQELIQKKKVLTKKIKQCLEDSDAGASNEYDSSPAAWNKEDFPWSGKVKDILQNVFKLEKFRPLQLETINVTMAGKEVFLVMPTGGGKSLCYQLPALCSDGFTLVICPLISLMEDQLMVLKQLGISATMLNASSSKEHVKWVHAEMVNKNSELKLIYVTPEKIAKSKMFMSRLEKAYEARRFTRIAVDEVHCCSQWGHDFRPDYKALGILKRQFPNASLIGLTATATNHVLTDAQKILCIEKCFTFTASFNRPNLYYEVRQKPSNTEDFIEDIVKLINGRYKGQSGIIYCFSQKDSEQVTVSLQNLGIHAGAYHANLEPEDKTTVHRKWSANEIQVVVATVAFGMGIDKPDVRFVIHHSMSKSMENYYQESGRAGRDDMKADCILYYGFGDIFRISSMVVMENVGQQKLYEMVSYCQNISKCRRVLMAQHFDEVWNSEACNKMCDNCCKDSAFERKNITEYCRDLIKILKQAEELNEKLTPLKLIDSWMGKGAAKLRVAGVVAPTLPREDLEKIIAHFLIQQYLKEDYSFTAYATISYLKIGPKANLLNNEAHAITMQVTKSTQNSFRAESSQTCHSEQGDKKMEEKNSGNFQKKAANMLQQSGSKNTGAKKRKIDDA
#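 50 nM RECQ1T1 preincubated 15 min with compound in Tris pH 8.0 buffer with MgCl2, DTT, Tween-20 and 2.5 ug/ml poly(dI-dC); started with 200 nM TAMRA/BHQ-2 forked duplex and 2 mM ATP. Unwinding read as fluorescence (525/598 nm), two reads 2 h apart.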
# The depositor's hits bear a star; i = inactive; ? = inconclusive; nt = no result given; & = joins results of further samples; [ ] = remark or other dose. Unless noted, calls come from the whole dose curve; as a rule, active = well fitted curve in the direction sought with a large enough effect; inconclusive = small, poorly fitted or top-dose-only effect, or another doubt; inactive = no such curve, though single readings can be large; an effect the other way counts as inactive or inconclusive. Potency is the fitted concentration of half-maximal effect.
SMILES,TR SRC2 fluor cs,L3MBTL1 block,Tau fibril FP,HTT ATP protect,Tau fluor cs,Tau ThT inhib,TRb SRC2 PPI,RECQ1 helicase
CCC(C(=O)N1CC2(C)CC1CC(C)(C)C2)N1C(=O)c2ccccc2C1=O (centres undefined),-2.6%,8.4%,8.4%,-7.9%,7.2%,-5.7%,-8.3%,-1.6%
Nc1c(C(=O)N2CCOCC2)sc2nc3c(cc12)CCC3,-1.8%,9.8%,2.9%,1.2%[10 µM],-4.0%,-6.9%,-5.9%,i
O=c1c2ccccc2nnn1Cc1ccc(F)cc1,-3.3%,15.3%,-3.4%,nt,-3.2%,-1.0%,1.7%,i
CCOC(=O)N1CCC(N2CCCC(C(=O)c3cccc(OC)c3)C2)CC1 (centres undefined),0.3%,1.4%,8.3%,26.2%[10 µM],2.9%,0.8%,-1.9%,13.8%
CCN(CC)C(=O)c1sc(NC(=O)C(C)C)c(C#N)c1C,-0.5%,3.5%,2.1%,6.2%[10 µM],-9.9%,-6.7%,3.5%,-6.0%
Cc1ccnc(SCCn2c(N3CCC(C)CC3)nc3c2c(=O)[nH]c(=O)n3C)n1,4.1%,nt,-6.4%,-15.1%,-8.7%,-9.8%,1.1%,-4.6%
Cc1cccc(C(C)C)c1NC(=O)C(NS(=O)(=O)c1cccc2nsnc12)c1ccccc1 (centres undefined),-0.2%,nt,-4.3%,nt,-22.6%,-10.8%,-1.0%,nt
COCC1CCN(C(=O)CCc2nnc(CCCCc3ccccc3)o2)CC1,1.2%,9.6%,-4.7%,7.1%[10 µM],-1.2%,-1.0%,-8.9%,i
CC(CC(=O)Nc1cc(C(F)(F)F)ccc1Cl)c1ccccc1 (centres undefined),-0.7%,22.6%,-6.4%,12.7%,-27.3%,-13.4%,-5.2%,-7.5%
CN(C)c1nc2c(Br)c(Br)c(Br)c(Br)c2[nH]1,-6.7%,nt,7.4%,nt,?,-8.8%,3.9%,-22.1%
CCCCNC(=O)CS(=O)Cc1nc(-c2cccc(C)c2)oc1C (centres undefined),-1.4%,-3.4%,-1.9%,-4.1%,-7.1%,-10.4%,0.7%,-4.1%
CC(C)C(=O)NCc1cc(-c2ccccc2)no1,1.1%,7.4%[11.4 µM],-2.5%,-29.6%,2.2%,-0.4%,-7.1%,i
COc1cc2c(cc1NC(=O)C(C)OC(=O)c1ccc(S(=O)(=O)Nc3ccccc3Cl)cc1)oc1ccccc12 (centres undefined),-4.9%,8.0%,?,-37.4%,-13.1%,6.9%,-1.0%,i
COc1ccc(NC(=O)C2CCCN(c3cc(C)nc4ncnn34)C2)cc1 (centres undefined),0.3%,2.2%,2.1%,-7.6%[10 µM],-8.1%,-7.5%,4.6%,-0.8%
Clc1ccccc1CSc1nnc(Cn2cnc3ccccc32)n1-c1ccccc1,-1.9%,nt,12.6%,-4.5%,-1.6%,-11.6%,-1.3%,-7.7%
COc1ccc(/C=N/Nc2nc(N)cc(Cl)n2)cc1OC,-9.2%,-0.3%,8.4%,nt,-8.1%,?,2.0%,i
CC(C)CC(=O)NC1CC(=O)N(c2ccc3c(c2)OCCO3)C1 (centres undefined),-0.1%,nt,3.9%,nt,4.1%,-3.5%,-4.9%,nt
COc1ccc(S(=O)(=O)NCC(c2cccs2)S(=O)(=O)c2ccc(C)cc2)cc1F (centres undefined),-1.3%,nt,-10.0%,nt,-29.1%,-8.1%,-3.8%,nt
O=c1[nH]c2ccccc2nc1/C=C(\O)C1CC1,-5.2%,-0.2%,5.6%,7.9%[10 µM],6.5%,1.4%,2.9%,-1.0%
O=c1cc(N2CCCC2)c(-c2ccccc2)n[nH]1,-1.9%,-3.6%,-0.1%,-7.7%,-1.5%,-0.7%,-0.5%,-3.0%

# Quoted at random: 2 entries already listed, in no set order.
SMILES,TR SRC2 fluor cs,L3MBTL1 block,Tau fibril FP,HTT ATP protect,Tau fluor cs,Tau ThT inhib,TRb SRC2 PPI,RECQ1 helicase
COc1ccc(S(=O)(=O)NCC(c2cccs2)S(=O)(=O)c2ccc(C)cc2)cc1F (centres undefined),-1.3%,nt,-10.0%,nt,-29.1%,-8.1%,-3.8%,nt
Clc1ccccc1CSc1nnc(Cn2cnc3ccccc32)n1-c1ccccc1,-1.9%,nt,12.6%,-4.5%,-1.6%,-11.6%,-1.3%,-7.7%

# Continued:
SMILES,TR SRC2 fluor cs,L3MBTL1 block,Tau fibril FP,HTT ATP protect,Tau fluor cs,Tau ThT inhib,TRb SRC2 PPI,RECQ1 helicase
O=C(CSc1nnnn1C1CCCC1)Nc1ccc2c(c1)OCO2,1.3%,nt,-6.3%,-4.0%,-12.1%,-6.3%,0.0%,i
CC(C)c1nc2ccc(C(=O)NCCCN3CCN(c4ccccc4F)CC3)cc2o1,1.6%,nt,-1.2%,nt,-6.4%,-9.9%,5.7%,nt
CCOC(=O)c1cccc(NS(=O)(=O)c2cc(Br)cc3c2N(C(=O)C2CC2)CC3)c1,-0.3%,nt,-6.2%,nt,-28.2%,-5.3%,3.7%,nt
CCOC(=O)C1CCN(C(=O)COc2ccc(S(=O)(=O)NC(C)(C)C)cc2)CC1,1.2%,6.0%,-6.0%,-3.4%,-0.3%,-4.4%,-6.2%,i
Cc1ccc(N2C(=O)C3ON(c4ccccc4)C(CC(C)C)C3C2=O)cc1 (centres undefined),-1.9%,2.3%,-7.1%,-2.4%[10 µM],-15.1%,-1.0%,-6.4%,-6.3%
Cc1c(N/C(=N/S(=O)(=O)c2ccccc2)c2ccc(Cl)cc2)c(=O)n(-c2ccccc2)n1C,6.6%,-2.1%,13.2%,9.0%[10 µM],0.9%,-0.1%,0.2%,-5.2%
O=C(N/N=C/c1sc(N2CCOCC2)nc1-c1ccccc1)c1ccccc1F,-3.2%,-0.4%,-2.2%,9.1%[10 µM],?,?,-1.1%,-2.4%
O=[N+]([O-])c1cccc(C=Nc2cc3c(cc2Br)OCCO3)c1,3.0%,-5.2%,-5.7%,-7.6%[10 µM],-4.7%,-8.2%,5.7%,i
COc1ccc(OCC#CCn2ccnc2)cc1,-3.4%,-7.6%,-0.1%,-25.6%,-5.1%,-9.5%,0.0%,14.7%
COC(=O)c1ccc(CSC(=N)N)o1,-2.2%,-2.3%,-5.3%,20.4%[10 µM],-3.2%,?,-1.2%,-0.5%
Cc1cccc(NC(=O)Cn2cnc(S(=O)(=O)N3CCCC3)c2)c1C,-12.3%,nt,-2.1%,nt,7.0%,4.9%,2.9%,nt
CCSc1nnc(NC(=O)CSc2nc3c(c(=O)n2-c2ccccc2)SCC3)s1,-2.0%,25.9%,0.3%,15.6%[10 µM],-6.9%,4.1%,0.2%,-0.1%
C=CCn1c(=O)c(C(=O)NCCNCC)c(O)c2ccccc21,-1.1%,1.5%,7.4%,-3.7%,6.8%,2.1%,-7.6%,i
CCOC(=O)c1cc(-c2ccc(C)cc2)nc2nc(SC)[nH]c(=O)c12,-2.7%[53 µM],3.8%,-3.1%,-4.1%[10 µM],4.0%,6.2%,6.0%[53 µM],-13.3%
FC(F)(F)c1cc(CO[C@H]2CCCN[C@H]2c2ccccc2)cc(C(F)(F)F)c1,-4.3%&-1.0%,nt,-14.8%&6.4%,-81.6%[inhibitor],-17.2%&-13.2%,?,-2.6%&-1.3%,-6.9%
CC1=C(CCN2CCN(C3CCCC3)C(CCO)C2)C(C)(C)CCC1 (centres undefined),-1.1%,-10.6%,-13.3%,-13.9%[10 µM],-8.3%,-7.1%,-2.5%,12.7%
O=C(CSc1ncccn1)N/N=C/c1cccs1,4.3%,3.6%,8.8%,?,-5.4%,0.6%,3.9%,-12.7%
Cc1ccc(N=Nc2c(=O)[nH]n3c(C)cc(C)nc23)cc1,-3.6%,-9.9%,-5.4%,7.5%,-11.9%,20µM*,0.9%,-5.6%
Cc1ccc(S(=O)(=O)N2CCN(C(=O)CSc3nnc(-c4ccco4)o3)CC2)cc1,1.0%,-2.3%,5.5%,-18.2%,5.1%,2.2%,6.3%,-7.3%
COc1cc(-c2nnc(COC(=O)CSc3cc(C)c4ccccc4n3)o2)cc(OC)c1OC,-2.3%,nt,7.8%,-19.0%,-8.3%,?,-8.7%,-3.8%
Cc1ccc(S(=O)(=O)N2CCc3cc(C(=O)Nc4c(F)cccc4F)ccc32)cc1,0.4%,nt,-1.0%,nt,1.5%,7.9%,2.3%,nt
NS(=O)(=O)c1ccc(CNC(=O)c2ccc(Br)o2)cc1,-3.9%,-2.7%,-11.8%,5.5%,-2.5%,0.3%,-1.1%,11.1%
COc1ccccc1-c1nc(C#N)c(N2CC(C)CC(C)C2)o1 (centres undefined),-1.2%,-19.1%,-3.2%,13.4%,-14.8%,-11.7%,-5.6%,-16.8%
O=C(CCN1C(=O)S/C(=C\c2cccs2)C1=O)Nc1nccs1,-4.2%,7.4%,-6.5%,nt,-0.2%,3.1%,-2.1%,i
COc1cc(C(=O)Nc2nc3ccccc3s2)ccc1OCc1c(C)noc1C,-2.9%,4.6%,?,14.4%,-19.9%,-9.6%,-4.6%,-10.7%
COc1ccccc1NC(=O)NC1(C(=O)N2CCC(O)CC2)CCCCC1,-5.2%,nt,-9.7%,1.5%[10 µM],0.6%,3.3%,-0.2%,2.9%
CC(=O)N(CC(=O)O)c1ccccc1,-6.1%,-1.3%,1.4%,39.3%[10 µM],8.1%,2.2%,-6.3%,?
Cn1c(SCC(=O)N2CCc3ccccc32)nc2cccnc21,2.2%,-4.4%,3.3%,-15.1%,-2.7%,?,-14.3%,-1.0%
CC(C)OP(=O)(c1ccc(N(C)C)cc1)C(O)c1ccccc1 (centres undefined),-1.0%,nt,9.9%,13.6%,-6.7%,-17.2%,-7.1%,-3.6%
Cc1ccc2nc(-c3sc4nc(C)cc(C)c4c3N)[nH]c2c1,-2.2%,9.5%,11.3%,4.4%[10 µM],?,?,5.2%,-1.1%
COCc1[nH][nH]c(=O)c1C=Nc1ccc(Cl)cc1,0.5%,nt,-4.0%,1.0%,1.9%,-1.0%,-16.4%,i

# An excerpt, so the mix of outcomes need not match the whole.
